PME-1 inh: blocks human protein phosphatase methylesterase 1; recombinant PME-1, FP-Rh probe fluorescence polarization; inhibition, % at 5.9 µM; actives 0.53% (n = 320,000); AID 2130;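 active = inhibition above the campaign mean of all compounds plus 3 SD, cut at about 26% in these data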;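 note: competitive labeling of PME-1 active site by serine hydrolase directed probe; 0% = PME-1 with DMSO and 100% = wells lacking PME-1 enzyme; inhibitors block probe labeling so polarization falls and inhibition rises; many of its hits are not listed in these tables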
Target sequence (Q9Y570 whole entry, looked up): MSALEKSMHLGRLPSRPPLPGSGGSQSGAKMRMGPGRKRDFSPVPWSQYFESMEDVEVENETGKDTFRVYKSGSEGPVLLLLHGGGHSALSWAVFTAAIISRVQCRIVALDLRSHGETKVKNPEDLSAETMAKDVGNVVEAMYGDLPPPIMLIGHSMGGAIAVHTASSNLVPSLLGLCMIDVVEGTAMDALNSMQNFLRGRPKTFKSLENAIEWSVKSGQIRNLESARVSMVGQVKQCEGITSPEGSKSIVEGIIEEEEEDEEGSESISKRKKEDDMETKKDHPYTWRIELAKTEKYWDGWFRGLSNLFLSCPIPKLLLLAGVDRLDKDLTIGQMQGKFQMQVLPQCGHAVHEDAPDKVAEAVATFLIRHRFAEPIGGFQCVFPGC
PAFAH2 FP inh: PAFAH2 (human) inhibition; Q99487; recombinant PAFAH2, FP-rhodamine activity probe, fluorescence polarization; inhibition, % at 3.39 µM; actives 0.99% (n = 340,000);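 active = inhibition above the mean over all tested compounds plus 3 SD, cut at about 30% in these data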;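 note: inhibitors block probe labeling of enzyme so polarization drops; 0% = enzyme with DMSO and 100% = wells lacking PAFAH2 protein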
GSTO1 inh: blocks human GSTO1 in RBBP9 counter-screen. AID 1974. inhibition, % at 5.96 µM. actives 1.1% (n = 300,000). P78417. recombinant GSTO1, activity-based probe fluorescence polarization;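 active = inhibition above the campaign mean inhibition plus 3 SD, cut at about 35% in these data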;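 note: 0% = GSTO1-1 with DMSO and 100% = wells lacking GSTO1-1 enzyme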
Fam108B inh: counter-screen for RBBP9 inhibitors: inhibitors of mouse Fam108B. actives 0.33% (n = 300,000). recombinant Fam108B, FP-Rh probe fluorescence polarization. inhibition, % at 9.51 µM;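 active = inhibition above the screen mean inhibition plus 3 SD, computed separately per campaign, cut at about 18% in these data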;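 note: inhibitors lower polarization as less probe binds the enzyme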
pPAFAH inh: pPAFAH (human) enzyme inhibition. Q13093. actives 1.5% (n = 330,000). recombinant pPAFAH, FP-rhodamine probe fluorescence polarization. inhibition, % at 3.39 µM;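 active = inhibition above the mean inhibition across the screen plus 3 SD, cut at about 25% in these data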;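 note: inhibitors block binding of the rhodamine activity-based probe so polarization drops; 0% = enzyme with DMSO and 100% = wells lacking pPAFAH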
Target sequence (Q13093 whole entry, looked up): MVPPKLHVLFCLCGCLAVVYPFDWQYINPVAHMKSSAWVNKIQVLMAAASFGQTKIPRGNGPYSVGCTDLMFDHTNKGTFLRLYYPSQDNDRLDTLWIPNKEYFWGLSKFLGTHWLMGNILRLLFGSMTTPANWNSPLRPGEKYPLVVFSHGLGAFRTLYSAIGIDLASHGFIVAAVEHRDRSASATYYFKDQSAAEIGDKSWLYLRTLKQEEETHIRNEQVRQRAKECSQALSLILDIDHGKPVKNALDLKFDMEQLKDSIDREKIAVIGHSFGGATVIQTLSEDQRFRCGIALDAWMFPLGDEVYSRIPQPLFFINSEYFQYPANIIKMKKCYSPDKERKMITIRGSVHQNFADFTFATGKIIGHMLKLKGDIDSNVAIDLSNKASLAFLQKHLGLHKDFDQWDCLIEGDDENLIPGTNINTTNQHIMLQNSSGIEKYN
PAD4 inh: blocks human protein arginine deiminase 4; Q9UM07; recombinant PAD4, RCA probe fluorescence polarization; inhibition, % at 6.36 µM; actives 0.41% (n = 330,000);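 active = percent inhibition above a cutoff equal to the mean of all tested compounds plus 3 SD, cut at about 15% in these data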;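 note: 0% = PAD4 with RCA probe and DMSO and 100% = probe without PAD4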
PAFAH1B3 FP inh: inhibitors of human PAFAH1B3; actives 0.28% (n = 340,000); recombinant PAFAH1B3, FP-rhodamine probe, fluorescence polarization; inhibition, % at 3.39 µM;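 active = inhibition above the screen-wide average of all tested compounds plus 3 SD, cut at about 25% in these data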;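 note: 0% = enzyme with DMSO only and 100% = wells lacking PAFAH1B3 protein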
Target sequence (Q15102 whole entry, looked up): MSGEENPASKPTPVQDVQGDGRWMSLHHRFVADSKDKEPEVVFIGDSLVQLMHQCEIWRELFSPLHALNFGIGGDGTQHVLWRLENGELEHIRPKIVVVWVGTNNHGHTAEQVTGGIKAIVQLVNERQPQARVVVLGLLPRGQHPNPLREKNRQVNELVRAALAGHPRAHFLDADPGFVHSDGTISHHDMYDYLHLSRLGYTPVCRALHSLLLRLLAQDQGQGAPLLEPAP
LYPLA1 inh: counter-screen for PME1 inhibitors: inhibitors of human LYPLA1. O75608. recombinant LYPLA1, FP-Rh probe fluorescence polarization. inhibition, % at 5.9 µM. actives 0.16% (n = 320,000);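 active = inhibition above the mean of all tested compounds plus 3 SD, set per campaign, cut at about 14% in these data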;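 note: inhibitors block serine hydrolase probe labeling of LYPLA1 so polarization falls; 0% = enzyme with DMSO and 100% = wells lacking LYPLA1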
PAFAH1B2 inh: blocks human PAF acetylhydrolase 1b catalytic subunit 2; P68402; recombinant PAFAH1B2, FP-rhodamine activity probe, fluorescence polarization; inhibition, % at 3.39 µM; actives 1.2% (n = 340,000); AID 492953;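 active = inhibition above the mean of all tested compounds plus 3 SD, cut at about 24% in these data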;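 note: 0% = enzyme with DMSO and 100% = wells lacking PAFAH1B2; many of its hits are not listed in these tables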
* marks the source's active call; other numbers are inactive results; . = not tested or not shown. An excerpt; the hit share may differ from the screen's.

SMILES	PME-1 inh	PAFAH2 FP inh	GSTO1 inh	Fam108B inh	pPAFAH inh	PAD4 inh	PAFAH1B3 FP inh	LYPLA1 inh	PAFAH1B2 inh
Cn1c(CNC(=O)CCNC(=O)c2ccccc2)cc(=O)n(C)c1=O	0.6	4.7	6.3	2.6	2.2	-3.7	4.9	2.9	3.6
Cn1nc(C(=O)Nc2cccc(S(=O)(=O)N3CCOCC3)c2)c2ccccc2c1=O	-3.6	4.9	.	.	2.2	2.9	-12.8	-6.2	2.1
CC(C)NC(=O)CSc1nc(Cc2cccs2)nc2ccccc12	-2.1	-4.0	-3.1	1.5	12.1	-3.9	-1.6	-6.7	-2.9
CCS(=O)(=O)c1ncc(Cl)c(C(=O)Nc2ccc(C)cc2)n1	-6.2	-7.0	-6.3	-4.1	-5.9	-2.6	9.7	-0.8	3.7
Cc1cc(C)nc(SCCn2c(N3CC(C)OC(C)C3)nc3c2c(=O)n(C)c(=O)n3C)n1 (centres undefined)	0.6	5.7	-2.9	0.2	2.0	-0.9	4.4	-4.9	-0.8
N#Cc1cnn(-c2nc(SCc3ccccc3)nc3sc4c(c23)CCCC4)c1N	-5.8	-2.9	-7.8	-6.3	-6.9	3.2	0.8	-6.6	2.8
O=C1CCCc2nc3c(cc21)C(O)Oc1ccccc1-3 (centres undefined)	3.8	-7.8	13.7	-4.2	2.8	-2.1	8.7	-2.5	1.5
O=c1c2[nH]c3ccc(F)cc3c2ncn1CCN1CCN(Cc2ccccc2)CC1	-0.3	0.6	1.5	-2.9	1.6	2.4	2.8	-0.3	1.6
CN(C)C1=NC[C@H](Cc2ccccc2)N1CC1CCC(C(C)(C)C)CC1 (some centres undefined)	-2.5	0.9	1.1	2.3	-3.6	-3.5	2.4	0.4	6.4
Clc1ccc(OCc2cnc(Cl)s2)cc1	3.9	5.2	2.8	2.1	2.1	-2.7	7.9	-2.1	9.4
C=C(C)Cn1c(SCC(=O)N/N=C/c2ccccc2OCC(=O)O)nnc1-c1ccc(Br)cc1	-3.3	1.8	-6.1	-6.5	0.0	-0.2	5.0	0.1	6.3
Cc1ccc2sc(C)[n+](CCC(C)S(=O)(=O)[O-])c2c1 (centres undefined)	5.6	-4.5	2.6	2.0	3.8	7.8	-2.2	0.0	-4.1
CCn1c(CNC(=O)c2cccc(C)c2)nc2ccccc21	0.2	2.8	-2.2	-2.8	4.2	-7.2	5.0	1.0	1.5
Cc1[nH]c2ccc(OC(F)(F)F)cc2c1CCN1C(=O)c2ccc(C(=O)O)cc2C1=O	0.2	4.3	-3.3	-5.9	20.6	0.5	6.9	4.2	7.1
O=C(Nc1ncc(Cc2cccc(Cl)c2Cl)s1)C1CCCO1 (centres undefined)	-2.2	0.5	-7.1	-3.6	10.5	-5.2	7.7	-5.8	6.9
COc1ccc(-c2cc(C(F)F)n3ncc(C(=O)N4CCCc5ccccc54)c3n2)cc1	-3.8	4.3	-2.5	2.0	7.5	-4.9	-0.5	-2.2	-1.7
Cc1ccccc1NCC(=O)N=Nc1c(O)[nH]c2ccc([N+](=O)[O-])cc12	17.4	4.8	45.2*	7.3	16.1	-3.1	6.5	-6.2	4.1
Cc1cccc(C)c1NC(=O)CNC(=O)c1cccc(S(=O)(=O)NCc2cccs2)c1	3.8	6.8	.	.	-2.7	0.6	6.6	1.4	2.0
COc1ccccc1NC(=O)CN(c1ccccc1OC)S(=O)(=O)c1ccccc1	-0.9	4.5	0.8	1.4	8.5	0.0	-2.6	-0.7	-1.2
CCOC(=O)[C@H]1[C@H]2COc3cc(OC)ccc3[C@@H]2N2C(=O)c3cc(OC)ccc3NC(=O)[C@@]12C	-0.3	3.8	2.2	-1.7	-0.6	-1.3	0.3	0.0	4.8
CN(C)S(=O)(=O)c1ccc2c(c1)nc(CCC(=O)NCc1ccc(Cl)cc1)n2C	6.8	-0.3	4.2	-1.4	-0.9	-2.3	7.1	0.5	7.4
COC(=O)c1ccc(NC(=O)c2ccccc2N(C)S(C)(=O)=O)cc1	2.6	-1.3	3.7	4.3	5.4	-2.8	0.8	2.7	4.5
CCCNC(=O)CSCc1nc(-c2ccc(SC)cc2)oc1C	-7.8	9.0	5.0	-0.3	0.0	-3.6	8.4	0.8	1.6
O=C(NCc1csc(-c2ccccc2)n1)c1ccco1	6.1	4.2	7.2	3.3	-1.3	0.2	5.7	3.0	7.1
CN(Cc1ccccc1)C(=S)NC(=O)c1ccccc1	1.0	0.4	6.7	-1.4	-2.5	0.1	8.1	-1.2	7.2
CC(C)C[C@H](NC(=O)OC(C)(C)C)C(=O)N1CCC(C(=O)N[C@@H](Cc2ccccc2)C(=O)O)CC1	-4.7	4.9	1.5	-0.6	1.9	-0.9	5.0	-0.1	-1.0
Cc1c(C)n(CCC#N)c2ccccc12	-1.7	7.3	2.5	2.8	-0.7	-1.5	0.2	-3.4	0.9
O=C1CSC(c2cccs2)N1c1ccccc1 (centres undefined)	3.1	-5.2	2.2	-2.9	-3.9	-3.2	-3.5	3.1	3.5
COc1ccc(C(=O)NCC2CCCN2S(=O)(=O)c2cccs2)cc1OC (centres undefined)	5.5	-4.0	2.4	0.7	0.7	3.0	-2.5	0.2	-0.6
CC1CCCN(C2=C(NS(=O)(=O)c3ccc(Cl)cc3)C(=O)c3ccccc3C2=O)C1 (centres undefined)	1.2	7.0	14.6	2.7	4.0	-7.7	6.9	0.8	1.3
O=C(COC(=O)c1cc(S(=O)(=O)N2CCOCC2)c(Cl)cc1Cl)NC1CC1	0.2	6.3	.	.	2.0	-3.7	-1.7	4.5	-4.6
COCC(=O)N1CCC(Oc2ccc(C(=O)NCCCn3cccn3)cc2)CC1	-1.7	3.4	2.4	-3.2	-1.1	-1.9	2.7	0.5	-6.6
CCOc1cc(NC(=O)c2cnccn2)c(OCC)cc1NC(=O)c1cccc(F)c1	-1.6	.	8.3	-1.9	16.9	-0.6	.	2.1	.
Cc1ccc(C(=O)O/N=C/c2ccc3c(c2)OCO3)cc1	-0.5	47.6*	-5.2	-0.1	12.1	-4.4	-1.4	3.2	-2.1
Cc1ccc(N)cc1NC(=O)CN1CCOCC1	-3.7	-1.3	2.7	2.5	0.3	-0.7	4.4	2.2	-3.1
CC1CCC2(CC1)NC(=O)N(CC(=O)N1c3ccccc3CC1C)C2=O (centres undefined)	.	-3.2	.	.	4.1	2.1	1.1	.	10.2
COC(=O)c1[nH]c2ccccc2c1NC(=O)CNC1CCCCC1	5.1	-5.4	-2.7	-1.1	6.0	-1.6	1.1	0.5	5.3
COc1cc(C)ccc1S(=O)(=O)N1CCN(C23CC4CC(CC(C4)C2)C3)CC1	-2.8	-1.9	5.5	-3.1	-3.5	-3.2	3.3	-2.1	4.7
CC(C)(C)OC(=O)NCC1CCN(S(=O)(=O)Cc2ccccc2)CC1	-1.9	0.3	4.4	-2.2	3.3	3.4	7.2	-1.0	6.7
COc1ccc(C(C)=O)c(Oc2ccc(S(=O)(=O)N3CCOCC3)cn2)c1	-1.4	7.5	.	.	-2.6	-8.2	4.6	-0.6	-4.2
CCOc1ccc(-n2c(C)cc(/C=N\NC(=O)CC(=O)NC3CCCCC3)c2C)cc1	0.5	-1.5	3.2	2.1	7.8	-8.0	8.1	0.4	4.2
CSc1ncc(CO)n1Cc1ccccc1	-2.6	0.0	-1.1	1.9	1.2	0.8	5.3	-2.3	2.2
COc1ccc(OC)c(S(=O)(=O)N(C(C)=O)c2ccc3oc(=O)sc3c2)c1	-3.0	1.3	23.5	-0.7	5.8	25.1*	3.9	0.9	4.6
CCN(CC)S(=O)(=O)c1cc(C(=O)Oc2cccc(-c3cnc4ccccc4n3)c2)ccc1OC	-11.0	-15.0	-7.2	-0.8	-0.2	12.4	-8.3	-6.6	-6.4
CCCNC(=O)NC(=O)CSc1ncc(C(F)(F)F)cc1Cl	0.1	2.1	1.2	-2.0	6.2	-0.1	10.3	2.1	-0.7
CCOC(=O)c1cnn(-c2ccccc2)c1NC(=O)CN1CCOCC1	0.1	16.8	8.8	-1.8	0.2	2.8	5.0	2.0	1.3
O=C(CSc1ncn[nH]1)Nc1ccccc1Sc1ccccc1	-2.6	10.5	5.6	-2.9	3.6	1.8	8.6	-2.8	5.6
Cc1onc(-c2ccccc2Cl)c1C(=O)Nc1nc2ccc(S(C)(=O)=O)cc2s1	-7.2	8.7	-4.1	1.1	-5.9	-2.9	8.7	0.6	-0.3
CCOC(=O)c1c(C)c(C(=O)Nc2ccc3c(c2)OCCO3)c(C)n1C	-1.4	2.5	1.5	0.5	3.9	-3.4	4.0	-4.8	0.8
CC12CC(NC(=O)N1c1cccc(C(=O)NCc3ccc4c(c3)OCO4)c1)c1cc(Cl)ccc1O2 (centres undefined)	5.4	-5.6	-11.3	2.4	7.8	-4.3	-1.4	-7.8	6.3
CN(CC(=O)Nc1ccncc1)S(=O)(=O)c1ccccc1	0.6	8.5	-0.9	-2.9	-0.2	-6.3	14.4	-0.4	2.1
Cc1nc(S(=O)(=O)c2ccc(Br)cc2)nc2c1CCC2	0.1	3.3	-1.7	-1.3	2.6	1.4	-0.1	2.7	1.6
COc1cccc(N2CCN(C(=O)c3ccc(-c4ccccc4)cc3)CC2)c1	-1.0	4.0	-4.7	-2.4	7.7	0.9	6.7	1.7	10.8
CN1CCN(CC(=O)N2c3ccccc3C(C)(c3ccc(Cl)cc3)CC2(C)C)CC1 (centres undefined)	-0.7	-0.4	5.1	9.2	-1.2	-0.1	2.7	-0.5	1.3
O=S(=O)(NCc1ccc(Cl)cc1)c1cccc2cccnc12	0.2	3.9	-5.1	2.7	-0.9	1.2	-0.6	-1.3	13.6
COc1ccc(C(=S)N2CCCCCC2)cc1	-3.9	-1.5	-2.6	-1.4	-4.2	3.1	-0.8	-2.6	6.6
Cc1ccc(NC(=O)CN2C(=O)NC3(CCCCC3)C2=O)cc1S(=O)(=O)N1CCOCC1	.	-1.8	.	.	3.3	-1.0	1.6	.	0.0
CC(=O)c1cc2c(cc1NC(=O)CCNC(=O)c1ccccc1Cl)OCO2	6.2	-0.1	2.0	1.0	3.8	-3.1	11.9	-2.1	-3.9
CCCCNC(=O)N1CCc2ccccc2C1	5.8	-6.8	0.7	-1.4	5.0	-3.8	-4.0	0.3	-0.6
COc1cc(OC)c(-c2nnc(-c3ccc(OC)c(OC)c3OC)o2)cc1OC	0.6	-10.9	-7.6	6.3	0.7	-4.4	-2.4	-5.1	0.4
O=C(O)c1ccc(Cl)c(NC(=S)NC(=O)c2cccc(COc3ccccc3)c2)c1	-5.1	-5.3	-9.8	-16.0	-1.1	-4.8	2.3	-8.9	-2.5
NS(=O)(=O)c1cnccc1Nc1cccc(Br)c1	2.5	-0.6	1.1	-0.9	5.7	0.2	10.5	-2.5	5.2
Cc1cc(C)cc(N(C(=O)CCC(=O)Nc2cc(C)on2)C(C(=O)NC2CCCC2)c2ccco2)c1 (centres undefined)	-1.7	-5.3	3.3	5.1	0.1	2.2	8.6	0.4	-1.5

High-throughput results deposited in PubChem BioAssay by The Scripps Research Institute Molecular Screening Center.
